# Screening results from PubChem BioAssay.
# LAP4 TOR yeast: alters LAP4-GFP fluorescence in TOR pathway yeast screen; actives 0.34% (n = 320,000); S. cerevisiae LAP4-GFP multiplex, flow cytometry GFP, 3 h; median GFP as percent of DMSO wells; AID 2023; GFP response vs DMSO, % at 10 µM;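 active = GFP response vs DMSO above a set limit, about the screen mean plus 3 SD, cut at about 150% in these data; inconclusive = under 70 cell events counted for the yeast strain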
# Yeast superoxide: caloric restriction mimetics inhibiting age-related superoxide in yeast | S. cerevisiae aged cells, superoxide DHE fluorescence; stronger effect = lower value | superoxide response (% of plate mean), % at 10 µM | actives 0.18% (n = 330,000);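 active = superoxide response under a set limit, about three screen SD below normal, cut at about 65% in these data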;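 note: yeast aged for seven days with compound at 30 °C before DHE staining; 100% = average MFI of all compound-treated wells on the plate with controls excluded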
# AHR act: human AHR activation; P35869; AID 2796; activation, % at 5 µM; AHR-responsive luciferase reporter cells, luminescence; actives 2.5% (n = 320,000); in the data active = activation above about 47%;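 note: 0% = vehicle wells and 100% = reference agonist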
# Target sequence (P35869 whole entry, looked up): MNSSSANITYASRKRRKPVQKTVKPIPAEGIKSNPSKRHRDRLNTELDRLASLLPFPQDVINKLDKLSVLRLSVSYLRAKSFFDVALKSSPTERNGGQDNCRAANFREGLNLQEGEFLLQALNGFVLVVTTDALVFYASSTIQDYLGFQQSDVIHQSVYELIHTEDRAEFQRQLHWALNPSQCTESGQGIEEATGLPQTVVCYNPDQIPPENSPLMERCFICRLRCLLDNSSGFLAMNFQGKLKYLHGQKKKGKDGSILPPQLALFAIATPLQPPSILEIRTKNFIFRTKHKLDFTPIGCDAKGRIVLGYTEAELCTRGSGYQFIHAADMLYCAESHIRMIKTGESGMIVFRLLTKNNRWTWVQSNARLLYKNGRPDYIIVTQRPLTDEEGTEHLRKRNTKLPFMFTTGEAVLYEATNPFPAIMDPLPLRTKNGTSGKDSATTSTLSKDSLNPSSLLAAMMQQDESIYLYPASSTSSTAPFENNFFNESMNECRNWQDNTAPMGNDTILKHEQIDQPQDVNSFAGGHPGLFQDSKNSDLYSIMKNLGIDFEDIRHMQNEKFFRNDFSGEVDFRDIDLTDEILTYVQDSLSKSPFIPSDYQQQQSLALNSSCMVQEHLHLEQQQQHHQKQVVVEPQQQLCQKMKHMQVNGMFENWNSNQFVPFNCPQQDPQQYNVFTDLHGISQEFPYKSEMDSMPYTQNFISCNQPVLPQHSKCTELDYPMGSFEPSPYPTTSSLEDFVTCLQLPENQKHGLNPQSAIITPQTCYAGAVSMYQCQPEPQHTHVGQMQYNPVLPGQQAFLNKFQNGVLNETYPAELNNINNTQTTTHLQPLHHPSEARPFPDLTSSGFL
# MEP2 TOR yeast: modulators of TOR pathway MEP2-GFP in S. cerevisiae. S. cerevisiae MEP2-GFP strain, flow cytometry GFP, 3 h; 100% = DMSO control level. GFP response vs DMSO, % at 10 µM. actives 0.51% (n = 330,000). AID 2016;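 active = GFP response versus DMSO above a set limit, roughly screen mean plus 3 SD, cut at about 180% in these data; inconclusive = fewer than 70 cells counted for a yeast strain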;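 note: median GFP fluorescence of the barcode-gated MEP2-GFP cells per well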
# RPL19A-GFP yeast: modulators of TOR pathway RPL19A-GFP in S. cerevisiae. S. cerevisiae RPL19A-GFP strain, flow cytometry, 3 h; stronger effect = lower value. percent response vs DMSO, % at 10 µM. actives 0.3% (n = 330,000);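 active = percent response vs DMSO below 50%; inconclusive = fewer than 70 events counted for the yeast strain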;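 note: median channel GFP fluorescence of the barcoded RPL19A-GFP strain; ratio of sample median GFP to plate DMSO average so 100% = DMSO; lower means less RPL19A-GFP as with rapamycin TOR inhibition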
# CIT2-GFP yeast: alters CIT2-GFP fluorescence in TOR pathway yeast screen. S. cerevisiae CIT2-GFP strain, flow cytometry, 3 h; 100 means same as DMSO wells. GFP response vs DMSO, % at 10 µM. actives 0.065% (n = 320,000). AID 2029;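 active = GFP response relative to DMSO above a set limit, near the screen mean plus 3 SD, cut at about 150% in these data; inconclusive = Fewer than 70 cells measured for a yeast strain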;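 note: ratio of well median GFP fluorescence to mean of DMSO wells on the plate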
# Efflux pump mplx: blocks antifungal efflux pumps in multiplex yeast assay; S. cerevisiae Candida pump triplex, Nile Red efflux; inhibition, % at 10 µM; actives 0.44% (n = 330,000); AID 485275;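 active = plate passing quality check with inhibition over a set limit, or well fluorescence over plate mean plus 4 SD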;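 note: Nile Red retained in pooled yeast measured as flow cytometry median fluorescence; 0% = buffer negative control and 100% = Enniatin B positive control; higher means more Nile Red kept so more efflux inhibition; some compounds called inactive have numbers as strong as hits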
# AGP1 TOR yeast: modulators of TOR pathway AGP1-GFP in S. cerevisiae | S. cerevisiae AGP1-GFP multiplex flow cytometry, 3 h; GFP as percent of DMSO wells | GFP response vs DMSO, % at 10 µM | actives 0.02% (n = 320,000) | AID 2066;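 active = GFP response relative to DMSO above a set limit, near screen average plus 3 SD, cut at about 150% in these data; inconclusive = fewer than 70 cells counted for the yeast strain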;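 note: median GFP channel fluorescence of the gated AGP1 strain per well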
# Numbers without * were called inactive; ? = inconclusive; . = no result given; [ ] = remark or other dose.
SMILES,LAP4 TOR yeast,Yeast superoxide,AHR act,MEP2 TOR yeast,RPL19A-GFP yeast,CIT2-GFP yeast,Efflux pump mplx,AGP1 TOR yeast
CCCCC(=O)N/N=C(\C)CC(=O)Nc1ccccc1Br,93,101,7,105,107,111,0.0,101
Cc1ccc(SCCNS(=O)(=O)c2ccc3c(c2)OCCO3)cc1,106,113,2,105,109,99,-0.1,102
CCN(CC(=O)Nc1ccc(NC(C)=O)cc1)c1ccc(C(F)(F)F)cn1,104,98,0,96,104,101,0.2,93
Fc1ccc(CNC(=S)Nc2ccc(OC(F)F)cc2)cc1,91,92,6,102,104,95,-0.1,103
O=C(N/N=C\c1cc([N+](=O)[O-])ccc1N1CCOCC1)c1ccccn1,94,112,3,99,102,105,-0.1,100
O=S(=O)(c1ccc(SCc2cccc(Cl)c2)nc1)N1CCCC1,117,92,-1,98,97,90,0.0,98
COc1ccc(-c2ccc(SCC(=O)N3CCOCC3)nn2)cc1OC,102,124,5,104,100,97,0.1,100
CC(=O)Nc1ccc(S(=O)(=O)Nc2cc(-c3ccccc3)nn2C)cc1,110,97,0,102,100,93,0.0,105
CCc1nnc(NC(=O)CSc2ccc(-c3ccco3)nn2)s1,107,116,4,99,95,97,0.0,102
CC(C)C(=O)N1CCc2cc(-c3csc(N)n3)ccc21,100,70,3,100,99,104,0.1,101
COc1ccccc1OCCCC(=O)Nc1nnc(C2CCCO2)s1 (configuration not stated),87,97,2,87,93,97,0.0,84
CC[C@@H](Nc1ncnc2c1oc1ccccc12)C(=O)O,94,87,2,94,93,99,0.1,94
CCOC(=O)[C@@H]1[C@H]2COc3ccccc3[C@H]2N2C(=O)N(c3ccc(Br)cc3)C(=O)[C@]12C,97,89,3,101,93,93,0.1,98
O=C(Nc1ccccc1C(=O)OC1CCOC1=O)c1ccco1 (configuration not stated),99,97,1,97,97,92,0.1,100
CCCOC(=O)CCc1n[nH]c(=O)[nH]c1=O,104,100,2,104,105,102,0.1,105
COc1ccc(CCN2C(=NC(=O)CC(C)C)SC3CS(=O)(=O)CC32)cc1 (configuration not stated),92,98,3,94,.,99,0.0,93
CC(OC(=O)c1cccc([N+](=O)[O-])c1)C(=O)NCc1ccc2c(c1)OCO2 (configuration not stated),98,97,5,97,102,100,0.6,108
Cc1nc(CC(=O)c2ccc(O)cc2O)cs1,94,95,-1,95,97,106,-0.4,100
Cc1nn(CC(=O)NCc2cccnc2)c(=O)c2ccccc12,98,100,3,90,92,96,0.1,99
C#CCOCCOCCOCCNc1nc(N2CCN(C(=O)CCCCCCCCCCNC(=O)[C@@H](CCC(=O)O)n3cc(CCCCCN)nn3)CC2)nc(N2CCN(C(=O)CCCCCCCCCCNC(=O)[C@H](CO)n3cc(CCCSC)nn3)CC2)n1,134,106,-2,83,90,94,0.2,82
Cc1ccc(NC(=O)CS(=O)CC(=O)Nc2ccc(N3CCOCC3)cc2)cc1Cl (configuration not stated),101,110,0,99,101,95,-0.1,93
COC(=O)[C@H](Cc1ccccc1)NC(=O)NCc1cccs1,100,80,-1,105,98,111,0.3,100
COc1cccc(N/C(N)=N/c2nc(CSc3ccccn3)cc(=O)[nH]2)c1,94,105,7,95,91,.,0.0,94
CN(CC(=O)Nc1ccc(Cl)c(C(F)(F)F)c1)C(=O)/C=C/c1cccs1,100,88,1,108,106,90,0.2,104
Cc1nnc(SCC(=O)NC23CC4CC(CC(C4)C2)C3)n(N)c1=O,108,100,0,97,97,100,0.0,104
CCOc1ccccc1-c1nnc(CS(=O)(=O)c2ccccc2)o1,88,104,44,101,94,91,0.1,89
CC1CCN(c2c(NCC3CCC(C(=O)Nc4ccccn4)CC3)c(=O)c2=O)CC1 (configuration not stated),98,100,1,106,99,101,-0.1,101
Cc1[nH]c2ccccc2c1SCCNC(=O)c1ccc(Br)o1,96,109,9,105,97,97,-0.1,101
O=C(CCN1C(=O)/C(=C/c2ccccc2Cl)SC1=S)NC1=NCCS1,103,95,-1,90,90,91,0.0,.
Cc1c(Cl)c([N+](=O)[O-])nn1CC(=O)NCc1cccs1,107,102,3,109,105,96,0.0,102
O=C(Cc1cccc2ccccc12)Nc1nnc(-c2cccc([N+](=O)[O-])c2)s1,113,99,-7,105,107,98,-0.2,98
CCC(C)c1ccccc1NS(=O)(=O)c1cnn(CC)c1 (configuration not stated),114,96,0,112,100,97,0.1,104
O=S(=O)(NCC1CN(S(=O)(=O)c2ccc3c(c2)OCCO3)C1)c1c(F)cccc1F,99,110,0,103,96,110,-0.2,96
COCCn1c(=O)c2c(nc3n2CCCN3CCc2ccccc2)n(C)c1=O,100,99,-1,100,105,102,-0.1,107
Cc1ccc(SCCC(=O)Nc2ccc(OCc3ccccc3)cc2)cc1,102,97,1,103,97,99,0.8,109
CN1CCCN(C(=O)c2ccc(Cl)s2)CC1,99,98,0,99,99,106,0.1,101
COc1ccccc1NS(=O)(=O)c1cc(NC(=O)c2cccnc2)ccc1N1CCCCC1,91,97,15,97,97,100,0.6,95
Cc1nnc(NC(=O)CSc2ccccn2)s1,98,85,6,97,99,93,0.1,99
Cc1cc(C)cc(NC(=S)N(CCCN2CCN(C)CC2)Cc2cccs2)c1,103,108,2,101,99,101,0.0,105
CC1CC(C)CN(CCCNC(=O)CN2C(=O)CSc3ccc(S(=O)(=O)N4CCCCC4)cc32)C1 (configuration not stated),99,90,10,97,98,94,0.6*,99
CC1CCC(C(C)C)C(OC(=O)Cn2nnc3c(cnn3-c3ccccc3)c2=O)C1 (configuration not stated),106,96,10,100,100,100,0.0,110
CC(C(=O)Nc1ccc(F)c(F)c1)N1CCN(C)CC1 (configuration not stated),99,90,0,108,105,101,0.2,101
COC(=O)C1=C(C)N(Cc2ccccc2)C(=NCCc2c[nH]c3ccccc23)N[C@H]1c1cccc(F)c1,85,96,15,97,99,83,0.3,90
CCc1c(C)sc(NC(=S)Nc2nc(C)cc(C)n2)c1C(=O)OC,102,102,12,104,95,97,0.1,92
COc1ccc(NC(=O)CSc2nnc(CCC(=O)Nc3ccc(C)c(Cl)c3)n2C)cc1,92,130,-2,93,93,88,0.3,91
O=C(Nc1nccs1)c1ccc(S(=O)(=O)NCc2cccs2)cc1,97,82,4,105,100,108,-0.1,102
CCN(c1ccccc1)S(=O)(=O)c1ccc(Cl)c(NC(=O)COC(=O)c2cc(O)c3ccccc3c2O)c1,115,112,123*,104,98,117,0.2,109
CCOC(=O)c1c(NC(=O)COC(=O)CCS(=O)(=O)c2ccc(C)cc2)sc(C)c1C,92,85,7,103,99,97,-0.1,99
COC(=O)C1=C(C)N(CCC2=CCCCC2)C(=O)C1,107,125,-2,102,86,101,0.4,94
CCCCN(CC)CCCNC(=O)c1csc2c1CCCCC2,80[may fluoresce violet],94,1,172[may fluoresce violet],69[may fluoresce violet],?,-0.5,?
O=C(CSc1nc(=O)n(CCCN2CCOCC2)c2c1CCC2)Nc1ccc([N+](=O)[O-])cc1,104,110,-3,98,102,91,0.2,103
CCCC(=O)N(Cc1cccnc1)c1nc2c(OC)ccc(Cl)c2s1,103,114,5,110,94,112,-0.3,18
COc1cccc(/C=C2/SC(=O)N(C)C2=O)c1OCc1ccc(C(=O)O)cc1,102,92,1,96,93,93,0.2,96
C=CCn1c(-c2cccnc2Cl)nc2cc(Cl)c(Cl)cc21,105,76,38,98,95,88,0.0,94
O=C(O)CC1=C(O)C(=O)N(c2ccccc2)C1c1ccc(Br)cc1 (configuration not stated),94,95,1,95,90,98,-0.1,95
CCOC(=O)c1c(-c2ccc(C)cc2)csc1NC(=O)c1cccc(N2C(=O)CCC2=O)c1,92,109,1,101,100,94,0.2,95
C[n+]1cccc(C(=O)[O-])c1,95,103,0,96,106,97,0.0,100
CCOc1cc(C2C(C(=O)OC)=C(C)N=C3SC(C)C(=O)N32)ccc1OC(C)=O (configuration not stated),109,97,6,110,105,105,0.3,105
CC1CCN(S(=O)(=O)c2cccc(C(=O)N(C)C3CCS(=O)(=O)C3)c2)CC1 (configuration not stated),86,102,1,98,100,.,0.0,102
[O-][n+]1onc2c1CCc1[nH]c(-c3ccccc3)nc1-2,107,85,22,113,90,96,-0.2,117

# 14 compounds out of the list, ordered by formula weight, low to high.
SMILES,LAP4 TOR yeast,Yeast superoxide,AHR act,MEP2 TOR yeast,RPL19A-GFP yeast,CIT2-GFP yeast,Efflux pump mplx,AGP1 TOR yeast
[O-][n+]1onc2c1CCc1[nH]c(-c3ccccc3)nc1-2,107,85,22,113,90,96,-0.2,117
COC(=O)C1=C(C)N(CCC2=CCCCC2)C(=O)C1,107,125,-2,102,86,101,0.4,94
CC(C(=O)Nc1ccc(F)c(F)c1)N1CCN(C)CC1 (configuration not stated),99,90,0,108,105,101,0.2,101
CCCCN(CC)CCCNC(=O)c1csc2c1CCCCC2,80[may fluoresce violet],94,1,172[may fluoresce violet],69[may fluoresce violet],?,-0.5,?
C=CCn1c(-c2cccnc2Cl)nc2cc(Cl)c(Cl)cc21,105,76,38,98,95,88,0.0,94
CCc1c(C)sc(NC(=S)Nc2nc(C)cc(C)n2)c1C(=O)OC,102,102,12,104,95,97,0.1,92
O=C(Nc1nccs1)c1ccc(S(=O)(=O)NCc2cccs2)cc1,97,82,4,105,100,108,-0.1,102
CC1CCC(C(C)C)C(OC(=O)Cn2nnc3c(cnn3-c3ccccc3)c2=O)C1 (configuration not stated),106,96,10,100,100,100,0.0,110
CC1CCN(S(=O)(=O)c2cccc(C(=O)N(C)C3CCS(=O)(=O)C3)c2)CC1 (configuration not stated),86,102,1,98,100,.,0.0,102
CCOc1cc(C2C(C(=O)OC)=C(C)N=C3SC(C)C(=O)N32)ccc1OC(C)=O (configuration not stated),109,97,6,110,105,105,0.3,105
CCOC(=O)c1c(NC(=O)COC(=O)CCS(=O)(=O)c2ccc(C)cc2)sc(C)c1C,92,85,7,103,99,97,-0.1,99
O=C(CSc1nc(=O)n(CCCN2CCOCC2)c2c1CCC2)Nc1ccc([N+](=O)[O-])cc1,104,110,-3,98,102,91,0.2,103
COC(=O)C1=C(C)N(Cc2ccccc2)C(=NCCc2c[nH]c3ccccc23)N[C@H]1c1cccc(F)c1,85,96,15,97,99,83,0.3,90
CCN(c1ccccc1)S(=O)(=O)c1ccc(Cl)c(NC(=O)COC(=O)c2cc(O)c3ccccc3c2O)c1,115,112,123*,104,98,117,0.2,109

# Continued:
SMILES,LAP4 TOR yeast,Yeast superoxide,AHR act,MEP2 TOR yeast,RPL19A-GFP yeast,CIT2-GFP yeast,Efflux pump mplx,AGP1 TOR yeast
CCOCCCNC(=O)c1cc(Sc2nnc(C)s2)nc2ccccc12,102,90,3,101,101,89,-0.1,100
O=C(Nc1nnc(CCN2CCCCC2)s1)c1cccc(Cl)c1,100,114,11,92,93,85,0.3,90
CCOC(=O)c1ccc(S(=O)(=O)NCCN(CC)CC)cc1,100,84,0,102,100,98,0.1,96
COc1ccc2c(c1OC)CCC2=O,95,100,0,97,96,96,-0.1,96
